# SMARCA2 act = activators of SMARCA2 function. MG213 cells, MMTV-luciferase reporter, dexamethasone, overnight. activation, % at 9.1 µM. actives 1% (n = 370,000). AID 652017; in the data active = activation above about 7.8%;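 note: 0% = vehicle wells and 100% = reference activator wells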
# PLCb3 inh = inhibitors of human phospholipase C beta3. inhibition, % at 12.2 µM. Purified PLC-beta3, fluorogenic substrate, fluorescence. AID 720704. actives 0.18% (n = 370,000). Q01970; in the data active = inhibition above about 11%;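 note: 0% = median of compound wells on plate and 100% = full blocker control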
# hgDAF12 agonist = activates the H. glycines DAF-12 receptor ligand-binding domain; HEK293 GAL4-hgDAF12 UAS-luciferase reporter, agonist luminescence; normalized to butyrate control; activation, % at 6.8 µM; actives 1.8% (n = 370,000);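 active = activation above a cutoff set at the mean of all screened compounds plus 3 SD, cut at about 10% in these data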;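 note: 0% = DMSO wells and 100% = sodium butyrate wells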
# DAX1 inh-1 = inhibits human nuclear receptor DAX1; P51843; HEK293 Gal4-DAX1 luciferase reporter, luminescence; inhibition, % at 6.75 µM; actives 0.99% (n = 340,000); AID 504766;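 active = inhibition above the mean over all tested compounds plus 3 SD, cut at about 4.2% in these data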;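 note: 0% = DAX1-transfected cells with DMSO and 100% = empty-vector control cells with DMSO; inhibition shows as a rise in luminescence from relieved DAX1 repression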
# Target sequence (P51843 207-470 limits assumed): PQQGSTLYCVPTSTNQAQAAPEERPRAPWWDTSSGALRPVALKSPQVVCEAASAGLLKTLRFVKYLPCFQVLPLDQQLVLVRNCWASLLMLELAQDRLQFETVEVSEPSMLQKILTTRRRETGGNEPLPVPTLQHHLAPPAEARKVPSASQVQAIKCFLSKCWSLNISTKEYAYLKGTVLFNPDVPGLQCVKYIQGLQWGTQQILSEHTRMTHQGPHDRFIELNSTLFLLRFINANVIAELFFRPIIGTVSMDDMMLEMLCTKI
# HGIII-sPLA2 inh = Inhibits HGIII-sPLA2 liposome hydrolysis, primary screen | QFRET BODIPY PC-A2 liposome hydrolysis, fluorescence | inhibition, % at 12.2 µM | actives 0.56% (n = 370,000) | AID 743126;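 active = inhibition above mean plus 3 SD of compounds lying within the high and low control bounds, cut at about 19% in these data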;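 note: 0% = median of test compound wells and 100% = no enzyme DMSO wells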
# Target sequence (Q9NZ20 whole entry, looked up): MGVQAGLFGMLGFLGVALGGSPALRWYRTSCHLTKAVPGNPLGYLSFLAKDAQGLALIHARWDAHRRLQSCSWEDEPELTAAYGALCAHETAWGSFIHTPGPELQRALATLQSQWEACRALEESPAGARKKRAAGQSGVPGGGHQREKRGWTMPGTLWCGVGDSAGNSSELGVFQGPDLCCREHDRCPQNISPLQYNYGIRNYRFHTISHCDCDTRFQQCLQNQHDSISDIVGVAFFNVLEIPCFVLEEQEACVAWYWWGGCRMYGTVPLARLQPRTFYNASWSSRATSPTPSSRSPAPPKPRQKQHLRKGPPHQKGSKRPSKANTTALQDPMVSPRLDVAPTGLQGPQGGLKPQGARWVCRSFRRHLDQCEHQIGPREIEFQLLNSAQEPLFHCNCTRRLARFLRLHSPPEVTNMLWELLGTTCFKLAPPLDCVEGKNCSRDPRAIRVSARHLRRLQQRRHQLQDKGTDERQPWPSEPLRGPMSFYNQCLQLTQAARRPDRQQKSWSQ
# NR1D1 modulator = modulates human Rev-erb alpha binding to DNA; P20393; Rev-erbα–FITC-DNA binding, fluorescence polarization, 90 min; activity, % at 10 µM; actives 0.79% (n = 370,000);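 active = activity above about 14%, limit read from the data; passing the limit was not always enough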;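 note: 0% = DMSO wells with 35 nM protein and 100% = DMSO wells with 750 nM protein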
# hcDAF12 agonist = activators of H. contortus DAF-12 nuclear receptor; HEK293 hcDAF-12 lit1-tk-luc reporter, luminescence; 0% DMSO, 100% Δ7-dafachronic acid; activation, % at 6.8 µM; actives 1.4% (n = 370,000);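 active = activation above the mean of all tested compounds plus 3 SD, cut at about 5.5% in these data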;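 note: 100% = response to 3 µM Δ7-dafachronic acid high control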
# PG9 binder = PG9 antibody binding by small molecule | TR-FRET gp120-PG9 antibody binding | inhibition, % at 6.7 µM | actives 0.43% (n = 360,000); in the data active = inhibition above about 8.5%
# ssDAF12 agonist = activates DAF-12 receptor from parasite S. stercoralis. HEK293 ssDAF-12/GRIP1 lit1-tk-luc reporter, luminescence; % of 3 µM dafachronic acid response. activation, % at 6.8 µM. actives 1% (n = 370,000). AID 652126;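 active = activation above the mean over all tested compounds plus 3 SD, cut at about 0.9% in these data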;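 note: 0% = DMSO-only wells and 100% = 3 µM delta7-dafachronic acid wells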
# GAA850 FXN act = frataxin GAA850 promoter activation. actives 0.56% (n = 360,000). activation, % at 6 µM. HEK293 lucGAA850 FXN promoter luciferase reporter, 24 h; percent of 10 µM SAHA response;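 active = activation above the average of all compounds screened plus 3 SD, cutoff fixed separately per campaign, cut at about 7.5% in these data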;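 note: 0% = DMSO wells and 100% = 10 µM SAHA wells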
# DAX1 inh-2 = blocks DAX1 repression of SF-1 activated StAR promoter. HEK293T StAR-luciferase reporter, SF-1/DAX-1 repression relief. inhibition, % at 6.8 µM. actives 1.1% (n = 370,000). AID 652010;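 active = inhibition above the mean over all tested compounds plus 3 SD, cut at about 3.6% in these data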;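 note: 0% = DAX-1 cells with DMSO and 100% = cells lacking DAX-1 with DMSO; higher inhibition means more luminescence from relief of DAX-1 repression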
# Starred values were filed as active, the others as inactive; i = inactive; . = not tested or not shown; & = joins results of further samples.
Molecule	DAX1 inh-2	SMARCA2 act	hcDAF12 agonist	DAX1 inh-1	PG9 binder	HGIII-sPLA2 inh	NR1D1 modulator	GAA850 FXN act	PLCb3 inh	ssDAF12 agonist	hgDAF12 agonist
Cc1c(NC(=O)C2CCCN(S(=O)(=O)c3ccc(Cl)s3)C2)c(=O)n(-c2ccccc2)n1C (centres undefined)	-0.5	-4.7	-0.8	.	.	14.8	-4.5	.	-0.1	-0.6	-0.8
O=C(CCn1c(=O)[nH]c2ccsc2c1=O)N(CCc1ccccc1)Cc1ccccc1	-1.2	-2.4	-2.7	1.5	-1.0	-4.3	5.8	-2.3	3.0	-1.2	-2.0
COc1ccc(C)cc1S(=O)(=O)N(C)CC(=O)N1CCN(c2ccccc2)CC1	-0.3	-5.3	0.5	-0.3	-0.5	-1.0	0.9	-0.3	-2.9	-1.0	-4.3
O=[N+]([O-])c1ccccc1SNc1ccccn1	-0.4	1.4	-1.9	0.3	-2.9	0.9	-1.4	2.1	3.8	-1.2	0.0
CC(C)NCC(O)COc1cccc2ccccc12 (centres undefined)	-0.7	-4.1	-0.2	-3.4	1.7	-0.2	-2.6&1.0	1.7	4.2	-1.0	0.4
Cc1c(NC(=O)CN2C(=O)NC(C)(c3ccccc3)C2=O)c(=O)n(-c2ccccc2)n1C (centres undefined)	0.5	-3.5	1.3	0.9	-3.0	2.7	0.8	0.7	1.8	-1.0	0.5
Cc1ccc(S(=O)(=O)N2CCN(CC(=O)N/N=C/c3ccccc3OCC(=O)O)CC2)cc1	0.2	-3.5	-1.5	.	-0.8	11.8	-0.8	.	-16.3	-1.3	2.3
O=C(NN1C(=O)C2C(c3ccccc3)C=CC(c3ccccc3)C2C1=O)c1ccccc1 (centres undefined)	-1.0	-4.2	-0.2	-0.2	-0.6	-34.0	1.3	1.5	-0.3	-0.6	0.6
O=[N+]([O-])c1cc([N+](=O)[O-])c(Oc2ccc(F)cc2)cc1NN1CCCCC1	0.9	-0.6	-0.2	1.6	1.1	9.6	1.9	0.4	-0.5	-0.8	-1.1
COc1ccccc1C(=O)Nc1cccc2cccnc12	-0.9	2.8	0.9	1.9	-2.6	-18.3	5.3	2.7	-14.3	-0.1	9.4
CCOC(=O)N1CCC(NC(=O)Cc2cn(C)c3ccccc23)CC1	0.7	0.1	-1.8	0.8	-0.8	-7.9	-3.7	-0.1	0.7	-1.3	-2.1
COc1cc(S(=O)(=O)N2CCCCC2)ccc1NC(=O)c1ccc(F)cc1	0.6	-1.1	-0.1	0.3	0.2	-4.0	5.0	1.7	5.3	-0.4	-1.3
Cc1ccc(CNC(=S)N(C)C)cc1	-0.5	-2.2	0.1	-0.1	-2.8	9.2	1.8	0.7	0.1	-1.3	-1.3
O=c1c(-c2ccccc2)cocc1-c1ccccc1	0.1	-5.2	-0.1	0.6	-1.0	2.4	-1.6	2.0	0.5	-1.1	7.3
Cc1ccc(C(=O)NNC(=S)NC(=O)c2ccc(Cl)cc2Cl)cc1	0.2	-1.7	0.0	-0.1	3.0	13.8	-0.6	-2.5	-1.4	-1.9	4.0
N#CCC[C@H]1CC[C@]2(CCCN(C(=O)c3ccco3)C2)O1	0.1	-1.9	-1.8	.	.	2.2	-1.5	.	1.7	-1.3	-0.4
CCN1CCCC1CN(Cc1cc2ccc(C)cc2[nH]c1=O)C(=S)Nc1ccc(F)cc1 (centres undefined)	0.4	3.4	0.2	-1.2	-0.7	2.0	-0.2	2.5	-1.9	-0.9	0.7
NC(=O)Cn1c(=O)n(CCC(=O)Nc2ccc(F)cc2)c(=O)c2sccc21	-0.2	-0.6	0.8	-0.1	-1.5	1.0	0.6	1.1	-5.7	-0.9	2.3
CCN1/C(=C2\OC(=S)N(C)C2=O)C=Cc2ccccc21	0.8	-2.9	0.6	-0.1	-1.1	6.7	6.4	1.4	-1.4	-1.5	2.8
Cc1ccc(-c2ccc(CCC(=O)O)n2-c2ccc(C(=O)O)cc2)cc1	-0.3	0.5	2.2	0.7	0.2	-26.2	-1.0	1.8	-46.4	-0.9	1.8
CNc1nc(Cl)c(SC)c(N2CCOCC2)n1	-0.2	2.4	-1.5	0.5	-0.4	1.4	-7.8	3.6	6.5	-0.9	-3.7
COC(=O)[C@@]12C[C@@H](CC(=O)N3CCC(c4ccccc4)CC3)C(=O)N(Cc3cccc4ccccc34)C1=CCC(C)(C)C2	-0.5	-0.9	0.2	.	-0.6	-9.1	1.8	.	-1.1	-0.8	2.1
O=c1nc(NC2CCCC2)ccn1Cc1cccc(Br)c1	-0.7	-1.7	-2.6	-0.8	-0.5	11.5	-2.6	0.1	-0.3	-1.7	-0.2
OC1CCN(c2c3c(nc4cc(-c5ccc(F)cc5)nn24)CCC3)CC1	-0.1	-0.5	-2.5	-1.9	2.2	-1.5	6.6	4.2	-97.2	-0.9	-3.0
O=C(CC1C[C@H](C(=O)N2CCCCC2)[C@@]2(CCc3ccccc3)c3[nH]c4ccccc4c3CCN2C1=O)NCCc1ccccn1 (some centres undefined)	1.4	-2.2	-0.1	1.6	-0.1	8.9	-1.8	-0.1	-3.9	-0.7	1.1

# Next structures:
Molecule	DAX1 inh-2	SMARCA2 act	hcDAF12 agonist	DAX1 inh-1	PG9 binder	HGIII-sPLA2 inh	NR1D1 modulator	GAA850 FXN act	PLCb3 inh	ssDAF12 agonist	hgDAF12 agonist
CCN(CC)C(=O)C1=C(C)N(Cc2ccc(F)cc2)C(=O)C(CC(=O)NCCCN(C)C)C1 (centres undefined)	0.0	-1.8	-0.6	2.8	-1.0	6.6	-0.3	-0.9	1.1	0.0	2.2
CCOc1ccc(/C=C/C(=O)c2c(O)cc(C)oc2=O)cc1	2.3	6.0	3.4	3.3	-2.2	-22.3	0.4	2.9	-114.1	-0.1	6.5
CCOCCCNC(=S)Nc1ccc2nc(N3CCOCC3)cc(C)c2c1	-0.2	0.8	-0.1	-1.3	-6.7	1.2	0.1	1.3	-142.4	-1.2	1.6
CCc1cc(=O)oc2cc(C)cc(OCC(=O)NCC3CCC(C(=O)O)CC3)c12 (centres undefined)	-0.3	1.0	0.8	-0.3	-1.5	2.1	1.5	-0.8	-61.7	-1.6	-0.3
CCOc1cc(S(=O)(=O)Nc2ccccn2)ccc1F	-0.3	0.6	0.1	0.2	0.5	-0.8	1.4	-0.1	-10.5	-1.3	-2.1
CCn1c(SCC(=O)NNC(=O)c2ccc(OC)cc2)nnc1C(C)C	0.0	1.4	-0.9	1.4	-2.4	-2.0	0.3	-0.4	3.5	-0.8	1.2
COc1ccc(CCNC(=O)C2CCN(c3ccc(N4CCOCC4)nn3)CC2)c(OC)c1	0.4	-5.5	2.5	1.1	-1.6	3.3	-3.0	-1.0	i	-2.1	-1.2
COc1ccc(C(=O)NCC(=O)NCC(=O)OCC(=O)c2cccs2)cc1	0.4	2.1	-0.6	1.6	0.7	5.4	1.5	0.5	4.4	-1.7	1.6
O=C(c1ccc(Cl)c(Cl)c1)N1CCCC1	-0.3	0.0	-3.2	-0.2	2.4	0.2	4.7	2.6	0.1	-1.2	1.3
Nn1c(-c2ccccc2)nc2cc(Cl)ccc2c1=O	0.9	-1.1	5.7*	1.4	-1.1	0.3	-6.6	-0.6	-4.3	1.9*	5.4
O=C(O)c1ccc(-c2nc(-c3ccccc3)cs2)cc1	2.7	5.6	2.3	6.5*	1.6	-14.2	1.7	3.9	-10.9	-0.5	13.4*
COc1nc(N(C)S(=O)(=O)c2ccc(C)cc2)nc(C)c1Br	0.0	-1.6	-0.1	1.1	-1.1	1.9	2.6	3.9	-1.2	-1.6	-1.3
CN(C)c1ccc(-c2cc(O)c3ncccc3c2)cc1	-0.6	3.8	0.1	-0.5	-4.4	26.5*	-1.1	2.3	-103.3	-0.8	0.1
CC(=O)Nc1ccc(N(C(=O)c2ccco2)C(C(=O)NC2CCCC2)c2cccs2)cc1 (centres undefined)	0.0	-3.9	-1.4	-0.1	0.0	-0.6	-3.0	2.3	-5.2	0.1	-0.7
Cc1nc2ccccc2nc1OCc1cccc(Cl)c1	-0.3	-2.6	-1.6	-0.6	2.0	5.0	-1.9	2.1	-9.8	-1.6	-0.7
COCCCNC(=O)CN1C(=O)CSc2ncccc21	-0.3	-0.7	-0.7	0.8	-0.2	19.2*	-0.7	0.3	-0.8	-1.3	-2.5
CCOC(=O)C1CCCN(C(=O)COC(=O)c2cccs2)C1 (centres undefined)	0.2	0.5	3.1	2.3	-1.1	-7.4	4.8	3.5	1.7	-0.6	1.2
CCc1cccc(NC(=O)CNC(=O)N2CC(=O)Nc3ccccc32)c1	0.4	1.3	3.4	0.6	-0.9	-4.3	2.2	1.2	-5.2	0.3	5.0
O=C(c1ccccc1)c1ccc(OC(=O)C2CCCCC2)cc1	-0.5	-0.5	0.4	1.8	-0.4	-3.1	-3.0	2.3	-1.5	-1.6	2.1
CCOC(=O)[C@H]1[C@H]2COc3ccc(C)cc3[C@@H]2N2C(=O)CN(Cc3ccco3)C(=O)[C@@]12C	-0.2	-0.6	-1.6	-0.7	0.0	3.4	-0.5	-0.1	-6.1	-1.2	2.2
O=C(/C=C/c1ccco1)NCC(=O)N/N=C/c1ccc([N+](=O)[O-])cc1	0.1	-0.5	-1.2	0.9	-2.0	-3.3	-1.9	-0.3	-0.2	-0.2	0.6
Cc1ccc(/C=C(\NC(=O)c2ccccc2)C(=O)NC2CCN(Cc3ccccc3)CC2)o1	2.1	-1.6	-1.9	0.2	-0.6	-30.4	-5.3	1.8	-25.6	-0.8	3.4
Nc1ccc(Br)c[n+]1Cc1cccc2cccnc12	-0.1	-3.2	2.3	1.3	-0.9	3.6	-8.2	-0.2	-6.5	0.2	3.1
Cc1ccc(/C=C2\SC(=S)N(CCC(=O)N3CCCCC3)C2=O)cc1	0.2	-3.0	-0.7	-0.9	3.3	7.1	-7.0	0.2	-7.0	-1.0	1.7

# Profiles as entered above. Order of values: DAX1 inh-2	SMARCA2 act	hcDAF12 agonist	DAX1 inh-1	PG9 binder	HGIII-sPLA2 inh	NR1D1 modulator	GAA850 FXN act	PLCb3 inh	ssDAF12 agonist	hgDAF12 agonist
# CC(=O)Nc1ccc(N(C(=O)c2ccco2)C(C(=O)NC2CCCC2)c2cccs2)cc1 (centres undefined) as listed: 0.0	-3.9	-1.4	-0.1	0.0	-0.6	-3.0	2.3	-5.2	0.1	-0.7
# CCOCCCNC(=S)Nc1ccc2nc(N3CCOCC3)cc(C)c2c1 as listed: -0.2	0.8	-0.1	-1.3	-6.7	1.2	0.1	1.3	-142.4	-1.2	1.6
# O=C(O)c1ccc(-c2nc(-c3ccccc3)cs2)cc1 as listed: 2.7	5.6	2.3	6.5*	1.6	-14.2	1.7	3.9	-10.9	-0.5	13.4*
# CCOC(=O)[C@H]1[C@H]2COc3ccc(C)cc3[C@@H]2N2C(=O)CN(Cc3ccco3)C(=O)[C@@]12C as listed: -0.2	-0.6	-1.6	-0.7	0.0	3.4	-0.5	-0.1	-6.1	-1.2	2.2

# Compound activity (PubChem BioAssay)
